Bioassay records as filed in PubChem.
NCI-60 one-dose screen, 48 h, at 10 µM unless noted. Numbers give growth in % (100 = growth as untreated, 0 = no growth, -100 = all killed).
HCT-15: HCT-15 colon cancer | hit rate 5.2% among 82,000
NCI-H322M: NCI-H322M lung cancer. hit rate 2.7% among 80,000
NCI-H226: NCI-H226 lung cancer | hit rate 3.5% among 79,000 | AID 1794732
NCI-H460: NCI-H460 lung cancer. hit rate 6.8% among 82,000
NCI-H522: NCI-H522 lung cancer. hit rate 8% among 78,000. AID 1794739
NCI-H23: NCI-H23 lung cancer | AID 1794731 | hit rate 4% among 80,000
NCI/ADR-RES: NCI/ADR-RES ovarian cells | hit rate 4.4% among 81,000
HCT-116: HCT-116 colon cancer; AID 1794798; hit rate 7.3% among 82,000
COLO 205: COLO 205 colon cancer; hit rate 7.3% among 79,000
The depositor's hits bear a star; / = no result given; & = joins results of further samples; [ ] = another dose, or the depositor's remark. The calls were made as follows: active = growth percent below 10; inactive = the rest.

SMILES	HCT-15	NCI-H322M	NCI-H226	NCI-H460	NCI-H522	NCI-H23	NCI/ADR-RES	HCT-116	COLO 205
CC(C)(C)n1cc(-c2ccnc(NCCCNS(=O)(=O)c3ccc(Br)cc3)c2)c(-c2ccccc2)n1	44	98	86	77	81	72	85	54	68
COc1ccc2[nH]cc(-c3cc4nc(-c5cn(C)c6ncc(Br)cc56)cc(N)n4n3)c2c1	-71*	-48*	-32*	-51*	-65*	-77*	-45*	-96*	-75*
COc1ccc(Nc2nnc(-c3csc(N)n3)s2)c(OC)c1	100	108	96	102	101	112	121	106	111
Cc1cc2cc3ccc(N(C)C)cc3nc2cc1N	19	-5.9*	-28*	-71*	-50*	-26*	42	-20*	-68*
Cc1cc(C)c(S(=O)(=O)NN)c(C)c1	100	104	99	115	98	104	103	104	108
CCOC(=O)CCNC(=O)CCC(=O)NS(=O)(=O)c1ccccc1	100	105	108	113	94	105	110	96	106
C=CC(C)(C)c1[nH]c2ccccc2c1C[C@@H]1NC(=O)[C@@H]2CCCN2C1=O	104	102	96	102	92	95	97	93	95
NCCC[C@@H](N)C[C@H]1O[C@@H](n2cnc3c(N)ncnc32)[C@H](O)[C@@H]1O	108[100 µM]	102[100 µM]	101[100 µM]	94[100 µM]	100[100 µM]	97[100 µM]	99[100 µM]	106[100 µM]	101[100 µM]
CCCCCCCCCCCCCCCC(=O)Oc1ccc(/C(CC)=C(/CC)c2ccc(OC(=O)CCCCCCCCCCCCCCC)cc2)cc1	103	106	103	114	92	100	102	107	110
CC1(C)COCN1COCCOCN1COCC1(C)C	107	97	106	104	101	106	111	/	106
Cc1ccc(CNc2ccc(Cl)cc2NCc2ccc(C)c(O)c2)cc1O	7.3*	18	86	2.2*	13	3.7*	15	24	90
CCCC(=O)OCc1ccc(OC)cc1	98	124	95	95	95	88	99	94	113
CCCCN(CCCC)CCCn1c(-c2ccccc2)ccc1-c1ccccc1	55	87	54	68	58	53	65	34	61
CSc1ccc(C(=NNS(=O)(=O)c2ccc(C)cc2)c2ccc(F)cc2)cc1	101	95	104	113	99	94	103	100	113
Cc1nc2c([N+](=O)[O-])c(Cl)c(Cl)cc2n1Cc1ccc(B2OC(=O)CN(C)CC(=O)O2)cc1	80	87	83	90	73	95	87	76	114
O=C1CC(N2CCC(Oc3ccc4c(c3)OCO4)CC2)C(=O)N1c1ccccc1 (stereo not given)	104	110	/	102	106	96	96	102	96
CC(C)CNc1c(F)cc(C(=O)NC2CCCCC2)c(F)c1F	79	87	90	98	77	90	90	76	105
COc1cccc(Br)n1	106	101	102	108	94	104	109	107	113
O=c1oc2c(O)cc(O)cc2cc1-c1ccccc1	93	99	93	100	85	93	95	107	106
COc1ccc(OC)c(/C=C/C(=O)c2ccc(NC(=O)COc3cccc4cccnc34)cc2)c1	49	96	101	90	85	86	69	17	104
COc1ccccc1Cn1cc(C#N)c(N)c1C(=O)c1ccc(C)cc1	111	96	93	103	97	101	100	101	121
COCCCN(C(=O)c1cccc(C)c1)c1c(N)n(Cc2ccccc2)c(=O)[nH]c1=O	77	88	87	100	87	94	106	103	121
O=C(O)c1ccc(C(=O)c2ccc([N+](=O)[O-])cc2)cc1	108	93	105	109	86	96	101	91	110
O=c1/c(=C\c2ccc(-c3ccccc3)o2)sc2nc(Cc3ccccc3)nn12	108	100	98	107	96	106	107	103	117
CC(=O)N(N=O)c1c(Cl)cc(Br)cc1Br	100	116	98	103	131	101	104	97	100
COc1ccc(Oc2nc(Nc3ccc(N4CCOCC4)cc3)ncc2NC(=O)c2ccc3c(c2)OCO3)cc1	74	105	107	103	77	101	102	85	98
COc1ccc(-c2ccc(-c3ccc(C(=N)N)cn3)s2)cc1Cl	-72*	-97*	88	-93*	-44*	-57*	1.0*	-63*	-52*
OCC1CCCN(Cc2ccc(-c3ccccc3)cc2)C1 (stereo not given)	92	95	99	103	105	102	104	99	110
CC(=O)OCC1O[C@@H](Oc2ccc3c(C)cc(=O)oc3c2)C(OC(C)=O)[C@@H](OC(C)=O)[C@H]1OC(C)=O (stereo not given in full)	106	95	108	111	86	99	100	108	118
COc1ccc(/C=C/c2nc(Nc3ccc(N)cc3)c3ccccc3n2)cc1	59	40	91	82	79	95	92	84	61

2 successive records out of the list so far:
SMILES	HCT-15	NCI-H322M	NCI-H226	NCI-H460	NCI-H522	NCI-H23	NCI/ADR-RES	HCT-116	COLO 205
COc1ccc(-c2ccc(-c3ccc(C(=N)N)cn3)s2)cc1Cl	-72*	-97*	88	-93*	-44*	-57*	1.0*	-63*	-52*
OCC1CCCN(Cc2ccc(-c3ccccc3)cc2)C1 (stereo not given)	92	95	99	103	105	102	104	99	110

Remaining list, next part.
SMILES	HCT-15	NCI-H322M	NCI-H226	NCI-H460	NCI-H522	NCI-H23	NCI/ADR-RES	HCT-116	COLO 205
COc1ccc(N=C(C)CC(C)=O)cc1	105	114	96	110	85	93	/	88	97
Clc1ccc(-c2nc3c4c(-c5ccccc5)c(-c5ccccc5)oc4ncn3n2)cc1	107	105	103	101	83	101	105	100	113
CN(CCC(=O)/C(=C\c1ccccc1)c1ccc(Cl)cc1)Cc1ccccc1	2.1*	71	66	42	-46*	29	24	2.5*	/
c1ccc(Nc2cccc3c(Nc4ccccc4)cccc23)cc1	95	121	106	98	97	94	83	88	115
CC(=O)Nc1cccc(NC(C)=O)c1	96&105	108&108	104&99	114&119	114&104	96&108	104&116	103&112	134&111
CC(C)(C)NC(=O)c1c(-c2ccccc2)nc(SCc2cc(=O)oc3ccc(F)cc23)[nH]c1=O	102	105	95	109	86	93	104	92	96
COc1ccc(-c2ccc(-c3ccc(C(=N)N)cc3)s2)cc1OC	88	97	90	99	101	101	106	86	100
NC(=S)c1cnccn1	105	100	96	103	89	97	106	102	109
O=C(O)CC1(CC(=O)O)CCCCC1	106	/	114	104	96	104	111	104	128
S=C1NCCNC(=S)SSSS1	103	110	107	115	98	102	112	109	106
CC(=O)N(C)c1ccc(/C=C2\C=Cc3ccccc32)cc1	80	85	89	103	80	95	95	96	116
COc1cc(CC(=O)c2ccc(O)c(OC)c2)ccc1O	110	90	82	100	88	103	100	100	107
Nc1nn2c(-c3ccc(F)cc3)ccnc2c1N=Nc1ccc(S(N)(=O)=O)cc1	97	94	94	89	86	91	98	96	103
C=C(C)[C@@H]1CC[C@]2(COC(=O)Oc3ccc([N+](=O)[O-])cc3)CC[C@]3(C)[C@H](CC[C@@H]4[C@@]5(C)CC[C@H](O)C(C)(C)[C@@H]5CC[C@]43C)[C@@H]12	114	108	94	106	97	102	100	96	114
CC(NC(=O)c1ccc2ccccc2n1)C(=O)O (stereo not given)	103	95	105	109	100	106	109	111	108
COc1ccc(-c2nn(-c3ccc(NC(=O)Nc4ccc(Cl)c(Cl)c4)cc3)cc2-c2ccncc2)cc1Cl	7.6*	47	6.8*	-21*	0.6*	6.0*	13	0.3*	-48*
O=C(NCCBr)Nc1ccccc1	101	94	109	105	93	101	95	97	106
COc1ccc(/C=C2\Oc3cc(OCCN4CCC(Cc5ccccc5)CC4)ccc3C2=O)cc1OC	34	96	70	66	78	69	71	49	19
CC1=C(C(=O)c2cnccn2)C(c2ccccc2)NC(=O)N1 (stereo not given)	105	103	100	105	100	94	100	96	/
COc1ccc2c(c1)c(-c1cc(N)n3nc(-c4cn(C)c5ccc(OC)cc45)cc3n1)cn2C	30	101	126	-64*	109	/	120	-4.2*	123
O=P1(O)Cc2ccccc2-c2ccccc21	94	124	101	106	110	111	108	106	123
Cc1csc(/N=C(N)/N=C(\N)c2cccc(Br)c2)n1	67	96	89	98	80	89	73	89	95
O=C(/C=C/c1ccc[nH]1)c1ccc(-n2ccc(C(F)(F)F)n2)cc1	87	72	92	99	-6.2*	90	88	87	122
CC(C)(C)NCCCCCO	98	97	105	106	91	101	104	93	112
O=C(OCc1ccc2c(Cl)cc(Cl)c(O)c2n1)N1CCNCC1	18	47	42	15	42	47	9.2*	27	54
CC[C@]12C=CCN3CC[C@]4(C(=C(C(=O)OC)C1)Nc1cc5c(cc14)[C@@H]1[C@H](O5)[C@@H](O)[C@@]4(CC)CC(C(=O)OC)=C5Nc6cc(OC)ccc6[C@@]56CCN1[C@@H]46)[C@@H]32	-20*	15	-1.4*	5.8*	-12*	-45*	12	-87*	-29*
CC([C@H]1CCC2C3CCC4C[C@@H](NC=O)CC[C@]4(C)C3CC[C@@]21C)N(C)C (stereo not given in full)	-60*	-4.5*	43	-59*	56	30	27	-66*	-83*
CCC(C(=O)c1ccccc1)C1(C(=O)OC)NC(=S)NC(=O)C1C#N (stereo not given)	107	114	112	122	106	110	119	110	129
Nc1cc(O)cc2cccnc12	110	104	94	68	51	53	87	80	113
Cc1nn(-c2ccc(Cl)cc2)c(=O)n1CCN1CCOCC1	74	92	79	42	69	65	76	29	107
C=CCn1c(C)nc2cc(Nc3nc(Cl)nc4nc[nH]c34)ccc21	99	103	96	104	96	102	104	93	110
CCOc1ccc2nc(C)cc(Nc3cccc(O)c3)c2c1	82	78	86	58	82	84	96	57	93
NC(=O)c1nn(-c2ccccc2)nc1N1CCCC1	97	106	97	102	91	98	107	101	112
Cn1c(=O)oc2ccccc2c1=O	108	111	103	111	91	101	116	96	108
O=[N+]([O-])c1cccc(/C=N/Nc2nc(N/N=C/c3cccc([N+](=O)[O-])c3)nc(N3CCOCC3)n2)c1	47	94	74	83	65	72	69	64	56
COc1ccc(C2C=C(c3cc(OC)c(OC)c(OC)c3)N=C3SC=CN32)c(Br)c1 (stereo not given)	82	101	90	83	84	87	96	57	85
c1ccc2c(c1)cnc1c3ccccc3n(CCCn3ccnc3)c21	65	79	66	58	64	75	65	48	43
COC(=O)c1c[n+]([O-])ccc1OC	103	97	107	107	/	106	105	113	109
COc1cc(/C=C2\CCCC3=C2N=C2SC(C)=NN2C3c2cc(OC)c(OC)c(OC)c2)cc(OC)c1OC (stereo not given)	-21*	28	28	-14*	81	23	8.7*	-72*	19
Cn1c(=O)[nH]c(=O)c2nc(CCC(=O)NCc3ccc(C(=O)O)cc3)c(=O)[nH]c21	114	103	94	102	97	102	104	106	107
CC(=O)N1N=C(c2ccc(Br)cc2)CC1c1ccc(C)s1 (stereo not given)	82	94	99	92	/	73	77	73	112
CC(NCCCSc1ccccc1)C(O)c1ccc(O)cc1 (stereo not given)	94	108	117	100	102	103	/	101	111
CC(C)CNc1nc(-c2ccc(Cl)cc2)n2ncc(C#N)c2n1	108	101	105	111	74	98	103	100	/
COc1cccc(CNc2ccnc3oc4ccc(N)cc4c23)c1	84	84	49	71	47	38	54	64	86
COc1ccc(C2CC(n3nnnc3-c3ccccc3)=NN2)cc1 (stereo not given)	52	70	75	71	47	82	50	51	92

Entries of single compounds, looked up by structure. Screens in order: HCT-15 | NCI-H322M | NCI-H226 | NCI-H460 | NCI-H522 | NCI-H23 | NCI/ADR-RES | HCT-116 | COLO 205
O=[N+]([O-])c1cccc(/C=N/Nc2nc(N/N=C/c3cccc([N+](=O)[O-])c3)nc(N3CCOCC3)n2)c1 as listed: 47 | 94 | 74 | 83 | 65 | 72 | 69 | 64 | 56
Cn1c(=O)[nH]c(=O)c2nc(CCC(=O)NCc3ccc(C(=O)O)cc3)c(=O)[nH]c21 as listed: 114 | 103 | 94 | 102 | 97 | 102 | 104 | 106 | 107
COc1cccc(CNc2ccnc3oc4ccc(N)cc4c23)c1 as listed: 84 | 84 | 49 | 71 | 47 | 38 | 54 | 64 | 86
C=CCn1c(C)nc2cc(Nc3nc(Cl)nc4nc[nH]c34)ccc21 as listed: 99 | 103 | 96 | 104 | 96 | 102 | 104 | 93 | 110
CCOc1ccc2nc(C)cc(Nc3cccc(O)c3)c2c1 as listed: 82 | 78 | 86 | 58 | 82 | 84 | 96 | 57 | 93

Next section.
SMILES	HCT-15	NCI-H322M	NCI-H226	NCI-H460	NCI-H522	NCI-H23	NCI/ADR-RES	HCT-116	COLO 205
CCOC(=O)C1=C(C)NC(SCc2nc(C)c(C)nc2C)N=C1c1ccc(C#N)cc1 (stereo not given)	104	107	104	107	95	101	109	99	113
Clc1ccc(-c2noc(CN3CCOCC3)n2)cc1	107	88	98	106	86	103	104	99	108
O=C(Cn1c(=O)sc2nc3ccccc3nc21)Nc1ncc(Cc2ccc(F)cc2)s1	100	99	90	104	82	98	88	97	108
NS(=O)(=O)c1ccc(C(=O)NN2C(=O)c3cccc4cccc(c34)C2=O)cc1	103	101	100	107	97	107	106	104	108
CC(=O)N/N=C/c1ccc2c(c1)CCC2	103	106	108	113	98	104	105	107	108
Cc1ccc(-c2nc3ccc(C(=O)N=Nc4c(O)[nH]c5ccc(Br)cc45)cc3[nH]2)cc1	97	78	92	48	25	-3.6*	100	26	61
N#C/C(=C\NC(=S)Nc1ccccc1Cl)C(=O)c1ccc2ccccc2c1	100	101	90	98	67	88	101	97	106
COc1ccc(NC(=O)CSc2nc(-c3cnccn3)cc(-c3cccs3)c2C#N)cc1	97	95	95	102	87	71	89	86	107
C/C(=N/NC(N)=O)c1ccc([N+](=O)[O-])o1	98	153	102	98	/	111	110	95	118
O=C1SC(c2ccccc2)=S=C1c1ccccc1	105	116	96	114	99	105	109	90	102
O=c1nc(N2CCOCC2)oc2ccc(-c3cccc4c3sc3ccccc34)cc12	70	100	88	101	102	102	98	92	103
Cc1c(C(=O)Nc2nc3ccccc3s2)cnn1-c1ccccc1Cl	47	102	78	57	81	87	95	94	100
